# Pf growth 96h: P. falciparum growth inhibition at 96 hour, primary screen for plastid delayed-death inhibitors | P. falciparum luciferase reporter growth, 96 h | Potency, µM (series often up to 28.7 µM), for the others: at the highest dose activity change, negative = inhibition, hits mostly inhibitors | actives 6.9% (n = 320,000) | AID 504834; note: potency is the fitted concentration of half-maximal effect; % is set by controls: 0 for no effect and ±100 for the full control effect
#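 Compounds incubated with erythrocytes infected by luciferase-expressing P. falciparum (2% hematocrit, 0.05% parasitemia final) for 96 hours, 37 C in 5% CO2. Growth inhibition scored as decreased luciferase luminescence.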
# Cycloheximide cs: counter-screen for Shiga toxin inhibitors: cycloheximide protein synthesis inhibition. cell reporter, cycloheximide protein synthesis inhibition counterscreen. max response, %. actives 12% (n = 300,000); in the data active = max response mostly above about 13%, no sharp cut-off; inactive = mostly below about 14%; note: read at 38.3 µM for the half of the compounds with a filed dose; 0% is about no effect
# LmPK inh: LmPK (Leishmania mexicana) enzyme inhibition; AID 1721; Potency, µM (highest dose often 57.5 µM), for the others: at the highest dose activity change, negative = inhibition, actives largely listed as inhibitors; Q27686; purified LmPK, Kinase-Glo ATP luminescence, 1 h; actives 0.37% (n = 290,000); note: potency is the fitted concentration of half-maximal effect; % is set by controls: 0 for no effect and ±100 for the full control effect
# Target sequence (Q27686 whole entry, looked up): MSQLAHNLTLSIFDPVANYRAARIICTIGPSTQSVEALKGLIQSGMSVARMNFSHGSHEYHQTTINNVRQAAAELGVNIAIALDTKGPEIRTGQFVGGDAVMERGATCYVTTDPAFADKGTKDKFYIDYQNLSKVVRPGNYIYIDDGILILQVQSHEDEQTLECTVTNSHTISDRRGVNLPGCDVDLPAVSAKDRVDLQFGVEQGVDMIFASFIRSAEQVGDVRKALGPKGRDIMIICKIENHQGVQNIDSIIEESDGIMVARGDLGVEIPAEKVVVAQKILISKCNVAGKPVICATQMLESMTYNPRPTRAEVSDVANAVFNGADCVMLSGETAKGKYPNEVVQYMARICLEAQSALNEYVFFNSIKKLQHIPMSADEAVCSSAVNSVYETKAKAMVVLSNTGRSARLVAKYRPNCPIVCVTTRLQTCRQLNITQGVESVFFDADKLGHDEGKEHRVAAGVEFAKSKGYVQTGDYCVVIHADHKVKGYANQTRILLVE
#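 qHTS format; LmPK 0.1 nM; substrates PEP 0.5 mM and ADP 0.1 mM. One-hour room-temperature incubation, then coupled luciferase luminescence; 0.5 nM enzyme wells mark activation.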
# Shiga toxin inh: Shiga toxin inhibition; inhibition, % at 38.7 µM; Vero cells, Shiga toxin protein synthesis inhibition reporter; actives 9.2% (n = 290,000); in the data active = inhibition mostly above about 28%, no sharp cut-off; inactive = mostly below about 43%; note: 0% is about no effect
# HCV inh: inhibitors of hepatitis C virus infection | Huh7.5.1 HCVcc-Cre infection, luciferase reporter, 44 h | Potency, µM (doses to about 41.8 µM), inactives show top-dose activity change, negative = inhibition, actives largely listed as inhibitors | actives 3.4% (n = 340,000) | AID 651820; note: potency is the fitted concentration of half-maximal effect; % is set by controls: 0 for no effect and ±100 for the full control effect
#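 Infectious HCVcc-Cre (~0.5 moi) was added to cells just after compound, with cells seeded 4 h earlier at 1,000 per well. Luciferase activity after 44 h culture reported infection; substrate was incubated 15 min at room temperature before reading.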
# TbPYK inhibitor: blocks Trypanosoma brucei pyruvate kinase; TbPYK enzyme, Kinase-Glo Plus ATP luminescence, 45 min; AID 624173; Q57TT1; Potency, µM (top dose mostly 76.8 µM), inactives show top-dose activity, negative = inhibition, hits mostly inhibitors; actives 0.12% (n = 410,000); note: potency is the fitted concentration of half-maximal effect; % is set by controls: 0 for no effect and ±100 for the full control effect; nearly all actives have a fitted effect of over 50% in size
#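 Assay buffer: 50 mM TEA pH 7.2, 100 mM KCl, 10 mM MgCl2, 0.05% BSA, 0.01% Tween-20. Pyruvate kinase from T. brucei plus substrate met compound, then ADP (130 uM final). Luminescence was read post 45 min RT.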
# Pf growth 48h: P. falciparum growth inhibition at 48 hours (one generation); P. falciparum luciferase growth in erythrocytes, 48 h; Potency, µM (titrated, usually from 28.7 µM), inactives show top-dose activity change, negative = inhibition, hits mostly inhibitors; actives 5.9% (n = 310,000); AID 504832; note: potency is the fitted concentration of half-maximal effect; % is set by controls: 0 for no effect and ±100 for the full control effect
#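 First compound was added to culture medium, then infected red cells at 0.1% parasitemia and 2% hematocrit (final). After incubation at 37 C under 5% CO2, luciferase detection reagent was dispensed and light output recorded.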
# Starred values were filed as active, the others as inactive; ? = inconclusive; . = not tested or not shown; [ ] = another dose, or the depositor's remark. Unless noted, calls come from the whole dose curve; as a rule, active = well fitted curve in the direction sought with a large enough effect; inconclusive = small, poorly fitted or top-dose-only effect, or another doubt; inactive = no such curve, though single readings can be large; an effect the other way counts as inactive or inconclusive. Rows are unselected, and some 24% of all compounds hit somewhere here.
SMILES,Pf growth 96h,Cycloheximide cs,LmPK inh,Shiga toxin inh,HCV inh,TbPYK inhibitor,Pf growth 48h
Cn1cccc1/C=C1\SC(=S)N(NC(=O)c2ccc(F)cc2)C1=O,39.1%[activator],-1.1,3.2%,-1.5,-17.2%,-3.0%,64.0%[activator]
Cc1ccccc1Cn1c(=N)n(CC(=O)c2ccc([N+](=O)[O-])cc2)c2ccccc21,17.4%,-5.3,-0.5%,-4.2,7.2%,-10.9%,?
COc1cc(N2CCCC2)ccc1[N+](=O)[O-],?,10.7,-3.0%,41.8,?,-1.6%,7.4%
COc1cc(/C=C/C(=O)OCC(=O)Nc2ccc(S(=O)(=O)N3CCCC3)cc2)ccc1O,9.28µM*,-2.0,1.7%,16.4,?,-14.2%,?
O=C(Cn1nnc2ccccc2c1=O)Nc1ccc2c(c1)CCC2,?,7.2,5.9%,8.7,-26.7%,3.1%,24.3%
COc1ccc(C(=O)Nc2nccs2)cc1[N+](=O)[O-],1.5%,27.3*,-0.3%,-2.8,-6.9%,-8.8%,109.0%[activator]
COc1ccc(CN2CCN(c3ccccc3F)CC2)c(OC)c1,13.6%,-5.4,2.1%,-17.1,.,.,8.2%
CCN(CC)CC(=O)NC12CC3CC(CC(C3)C1)C2,-6.3%,-4.4,4.1%,-16.5,15.5%,-7.6%,.
O=S(=O)(Nc1ccc(-n2cccc2)cc1)c1ccccc1,-2.4%,-1.1,-6.8%,4.4,-18.4%,5.0%,?
COc1cccc(C(=O)NNC(=O)c2ccccc2)c1,?,43.5*,0.6%,69.2*,3.0%,-1.2%,67.6%[activator]
COc1ccc(C(=O)NC(CCSC)C(=O)NC2CC2)cc1 (stereo unspecified),-13.2%,.,.,.,7.9%,-0.8%,-16.1%
N#CCCCn1c(=O)oc2ccccc21,-12.0%,-1.8,-0.4%,-2.3,8.1%,-2.7%,6.4%
COc1ccc(/C=C/C(=O)Oc2ccc(C)c(C)c2)cc1OC,-3.0%,15.6,3.9%[11.5 µM],43.6,-2.8%,-3.7%,?
Cc1c(C(=O)C(=O)N2c3ccc(F)cc3CCC2C)c2ccccc2n1C (stereo unspecified),0.0%,0.9,0.6%,-8.5,?,-0.7%,?
CN(C)C(CNC(=O)c1ccc(NC(=O)CC#N)cc1)c1ccccc1 (stereo unspecified),?,8.3,4.5%,-3.4,-2.3%,-4.8%,?

# A run of entries of the results above, as a working copy:
SMILES,Pf growth 96h,Cycloheximide cs,LmPK inh,Shiga toxin inh,HCV inh,TbPYK inhibitor,Pf growth 48h
COc1cc(/C=C/C(=O)OCC(=O)Nc2ccc(S(=O)(=O)N3CCCC3)cc2)ccc1O,9.28µM*,-2.0,1.7%,16.4,?,-14.2%,?
O=C(Cn1nnc2ccccc2c1=O)Nc1ccc2c(c1)CCC2,?,7.2,5.9%,8.7,-26.7%,3.1%,24.3%
COc1ccc(C(=O)Nc2nccs2)cc1[N+](=O)[O-],1.5%,27.3*,-0.3%,-2.8,-6.9%,-8.8%,109.0%[activator]
COc1ccc(CN2CCN(c3ccccc3F)CC2)c(OC)c1,13.6%,-5.4,2.1%,-17.1,.,.,8.2%
CCN(CC)CC(=O)NC12CC3CC(CC(C3)C1)C2,-6.3%,-4.4,4.1%,-16.5,15.5%,-7.6%,.
O=S(=O)(Nc1ccc(-n2cccc2)cc1)c1ccccc1,-2.4%,-1.1,-6.8%,4.4,-18.4%,5.0%,?
COc1cccc(C(=O)NNC(=O)c2ccccc2)c1,?,43.5*,0.6%,69.2*,3.0%,-1.2%,67.6%[activator]
COc1ccc(C(=O)NC(CCSC)C(=O)NC2CC2)cc1 (stereo unspecified),-13.2%,.,.,.,7.9%,-0.8%,-16.1%
N#CCCCn1c(=O)oc2ccccc21,-12.0%,-1.8,-0.4%,-2.3,8.1%,-2.7%,6.4%
COc1ccc(/C=C/C(=O)Oc2ccc(C)c(C)c2)cc1OC,-3.0%,15.6,3.9%[11.5 µM],43.6,-2.8%,-3.7%,?

# (listing goes on)
SMILES,Pf growth 96h,Cycloheximide cs,LmPK inh,Shiga toxin inh,HCV inh,TbPYK inhibitor,Pf growth 48h
O=C1NC(Cc2ccccc2)C(=O)N1CC(=O)N1CCCc2ccccc21 (stereo unspecified),4.4%,-1.2,0.3%,-3.6,10.0%,-4.5%,0.3%
CCN(CC)C(=O)Cn1cnc2sc(C(=O)N3CCN(Cc4ccc5c(c4)OCO5)CC3)c(C)c2c1=O,?,12.3,0.5%[11.5 µM],1.4,?,-5.8%,-15.1%
CC(C)NC(=O)c1ccc(C2SCC(=O)N2Cc2ccccc2)cc1 (stereo unspecified),37.0%[activator],0.6,-0.8%,-6.4,6.7%,-1.2%,?
Cc1c(C(=O)N(C)CCCCN2CCOCC2)oc2c(F)cccc12,?,15.2*,0.0%,.,8.0%,-3.5%,-7.5%
O=C(Nc1ccc(OCc2ccccc2)cc1)Nc1ccccc1C(=O)NCCCN1CCOCC1,-21.4%,35.5*,14.1µM*,48.3*,-21.5%,?,?
N#C/C(=C\c1ccccc1Br)C(=O)NC1CC1,1.47µM*,-3.3,-6.7%,-9.9,26.9%,1.8%,-17.7%
C/C(=N/NC(=O)c1ccncc1)c1c[nH]c2ccccc12,?,7.4,-8.0%,48.2,7.4%,0.6%,3.6%
O=C(O)CCn1cc(/C=C\C(=O)c2ccc(Cl)cc2)c(-c2cccc(Br)c2)n1,?,-7.7,-5.7%,-6.6,24.8%,1.6%,7.8%
CN(c1cccc(NC(=O)CN(c2cccc(Cl)c2)S(=O)(=O)c2ccccc2)c1)S(C)(=O)=O,?,8.7,2.8%,-6.8,11.2µM*,-12.0%,?
CCN(C(=S)Nc1ccc(Oc2ccccc2)cc1)c1ccccc1,?,1.3,0.9%,-7.9,?,-20.7%,5.9%
Cc1ccc(C(C)C)c(OCC(=O)OCC(=O)NC2CCS(=O)(=O)C2)c1 (stereo unspecified),5.0%,.,.,.,?,2.1%,-6.0%
O=C(C1CCCO1)N1CCC(c2nc3ccccc3[nH]2)CC1 (stereo unspecified),.,1.5,0.2%,-9.1,4.4%,0.7%,-8.8%
COc1ccc(N/C=C/C(=O)c2ccc(Cl)cc2)cc1,4.3%,63.2*,-7.7%,69.2*,0.6%,-8.3%,266.4%[activator]
Cc1ccc(OCC(=O)Nc2ccncc2)c(C)c1,-5.0%,19.9*,1.3%,23.1,?,-4.3%,30.9%[activator]
COc1cc(/C=C/C(=O)OCC(=O)Nc2cc(S(=O)(=O)N(C)C)ccc2Cl)ccc1O,-2.2%,9.9,3.7%,22.3,?,-0.9%,-15.1%
O=C(C1CCC(=O)N(C2CCCC2)C1)N1CCN(Cc2cccc(F)c2)CC1 (stereo unspecified),?,15.4,1.0%,24.4,12.1%,-9.0%,-9.1%
Cc1ccc2nc(-c3ccccn3)cc(C(=O)Nc3ccc(S(=O)(=O)N4CCOCC4)cc3)c2c1,20.5%,-3.1,0.3%,-19.1,?,5.4%,13.1µM*
Cc1cc2n(n1)C(c1sccc1C)Nc1c(C)cccc1-2 (stereo unspecified),28.2%,-8.3,2.1%,-14.5,?,-4.4%,-8.5%
O=C1/C(=C\c2cccnc2)CCc2ccccc21,0.0%,29.4*,15.8µM*,66.5,-1.2%,5.5%,1.4%
Cc1cc(C(=O)N/N=C/c2cc(Br)ccc2OC(=O)c2ccccc2Cl)n[nH]1,-6.5%,11.9,1.1%,28.9,?,1.3%,?
NC(=O)c1ccc(NC(=O)Cc2ccc(S(=O)(=O)N3CCCCC3)cc2)cc1,?,.,.,.,-3.3%,5.4%,?
CCN(CC)C(=O)Cn1cc(C(=O)C(=O)N2CCN(Cc3ccc4c(c3)OCO4)CC2)c2ccccc21,?,-4.1,0.3%,-7.2,-16.6%,2.1%,0.0%
O=C(NCc1ccccc1)c1cccc(COc2cc(Cl)ccc2Cl)c1,?,40.7*,9.3%,118.4*,?,-8.9%,17.7%
O=C(N/N=C\c1c(O)ccc2ccccc12)c1ccc(S(=O)(=O)N2CCCCC2)cc1,85.1%[activator],-2.0,2.0%,-16.0,5.01µM*,3.6%,1.47µM*
CSCC[C@H](NC(=O)c1cc2c([nH]c3ccccc32)c(-c2ccccc2)n1)C(=O)O,-21.2%,-6.2,-1.5%,-4.9,-5.6%,-1.5%,19.6%[0.00184 µM]
CC1(C)CC(=O)C(C2c3ccccc3Oc3ccccc32)C(=O)C1,?,-1.3,-1.7%,-7.1,12.7%,-3.1%,6.8%
CCN1CCCC(NC(=O)c2scc3c2CCCC3)C1 (stereo unspecified),?,-6.9,1.5%,-9.6,6.0%,13.7%,.
Cc1sc(NC(=O)C2C3CCC(C3)C2C(=O)O)c(C(N)=O)c1-c1ccc(C(C)(C)C)cc1 (stereo unspecified),?,2.0,1.2%,-3.0,?,-8.6%,-18.4%
C#CCNC(=O)C1=C[C@@H](C2CCCCC2)[C@H](CCCO)[C@@H](OCC)O1,?,0.3,10.2%,-16.9,?,0.1%,?
CC(=O)c1ccc(N2CCN(S(=O)(=O)c3ccc4c(c3)NC(=O)CO4)CC2)cc1,?,-8.7,-12.0%,-5.9,2.1%,-1.4%,18.2%
CCC(=O)Nc1nc(C)nc(C)c1C(C)=O,87.3%[activator],-3.2,-5.6%,-23.2,15.9%,2.8%,9.8%
Cc1ccccc1C(=O)N/C(=C/c1ccc(-c2cccnc2Cl)o1)C(=O)NCCCN1CCN(C)CC1,31.8%[activator],-9.3,3.2%,10.8,4.1%,0.9%,-25.9%
COc1ccc(N2CC(C(=O)Nc3ccc(N4CCOCC4)cc3)CC2=O)cc1 (stereo unspecified),-5.9%,-1.0,-5.0%,-5.9,2.3%,0.4%,.
COc1cccc(-n2nnc3c(=O)n(CC(=O)N4CCCCC4)cnc32)c1,?,1.1,-0.1%,7.0,1.4%,-5.6%,25.1%
O=C(O)CCC(=O)N1N=C(c2ccccc2)CC1c1ccc2c(c1)OCO2 (stereo unspecified),?,9.5,-7.5%,17.0,8.3%,1.0%,-4.3%
Cc1ccc(-c2nnc(-c3ccncc3)n2-c2ccc(C)cc2)cc1,-16.0%,20.2*,2.0%,52.7*,?,-10.0%,3.2%
CCC1CCCCN1CCN1C(=O)C2C(C(=O)Nc3ccc(OC)cc3)C3C=CC2(O3)C1C(=O)NC1CCCCC1 (stereo unspecified),8.5%,-3.5,4.7%,20.8,-3.8%,-3.9%,?
COC(=O)C1=C(c2ccc(OC)c(OC)c2)C[C@@H]2CC[C@H]1N2C(=O)N1CCOCC1,33.0%[activator],.,.,.,3.2%,1.2%,28.7%
COc1ccc(CNC(=O)c2c(O)c3cc(OC)c(OC)cc3[nH]c2=O)cc1OC,?,-1.5,6.1%,-3.9,-26.4%,-0.2%,-2.0%
O=C(c1ccc2c(=O)n(CC3CCCO3)c(=S)[nH]c2c1)N1CCN(c2ccccc2)CC1 (stereo unspecified),38.1%[activator],-2.3,4.3%,14.6,2.3%,-0.2%,13.0%
